Assay outcomes deposited in PubChem by National Center for Advancing Translational Sciences (NCATS).
BAZ2B inh: blocks human BAZ2B. Potency, µM (top dose mostly 114 µM), without a hit: at the top dose activity change, negative = inhibition, hits mostly inhibitors. actives 4.4% (n = 360,000). AlphaScreen BAZ2B-H3K14Ac peptide displacement; also: potency is read from the fitted curve at half-maximal effect; % is scaled to controls: 0 for no effect and ±100 for the full control effect; nearly all actives have a fitted effect of over 60% in size
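Complex of BAZ2B and biotin-H3K14Ac (50 nM apiece) forms over 30 min at RT, then faces library compounds up to 110 uM for another 30 min; AlphaScreen beads added, 20 min dark incubation, luminescence read.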
HP1b binding inh: blocks HP1-beta chromodomain binding to methylated histone tails; P83916; AlphaScreen HP1-beta / biotin-H3K9me3 peptide binding; Potency, µM (highest dose often 114 µM), for the others: at the highest dose activity change, negative = inhibition, actives largely listed as inhibitors; actives 0.56% (n = 390,000); AID 540317; also: potency is read from the fitted curve at half-maximal effect; nearly all actives have a fitted effect of over 70% in size; inactives centre near 23
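AlphaScreen: HP1-beta (50 nM) preformed 30 min with biotin-H3(1-18)K9me3 peptide (50 nM) in PBS pH 7.4, 0.01% Tween-20. Compound added for 30 min at RT, then streptavidin donor/nickel chelate acceptor beads (10 ug/mL) for 30 min.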
ERG-DNA inh: blocks human ERG Ets domain binding to DNA; actives 0.028% (n = 370,000); P11308; Potency, µM (series often up to 76.9 µM), without a hit: at the top dose FP activity, negative = inhibition, most hits filed as inhibitors; fluorescence polarization, His-ERG Ets domain / labelled DNA; active = well fitted inhibition curve with a large enough effect in the polarisation, with a control signal flat; inconclusive = small, poorly fitted or top-dose-only effect, or effect the other way, or a change in a side signal; inactive = no such curve, though single readings can be large or run the other way; the % refers to the polarisation;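 also: polarization taken with two DNA probes labelled with fluorescein and Texas red; potency is read from the fitted curve at half-maximal effect; % of control where 0% means no effect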
Target sequence (P11308 whole entry, looked up, the tested form may be a part): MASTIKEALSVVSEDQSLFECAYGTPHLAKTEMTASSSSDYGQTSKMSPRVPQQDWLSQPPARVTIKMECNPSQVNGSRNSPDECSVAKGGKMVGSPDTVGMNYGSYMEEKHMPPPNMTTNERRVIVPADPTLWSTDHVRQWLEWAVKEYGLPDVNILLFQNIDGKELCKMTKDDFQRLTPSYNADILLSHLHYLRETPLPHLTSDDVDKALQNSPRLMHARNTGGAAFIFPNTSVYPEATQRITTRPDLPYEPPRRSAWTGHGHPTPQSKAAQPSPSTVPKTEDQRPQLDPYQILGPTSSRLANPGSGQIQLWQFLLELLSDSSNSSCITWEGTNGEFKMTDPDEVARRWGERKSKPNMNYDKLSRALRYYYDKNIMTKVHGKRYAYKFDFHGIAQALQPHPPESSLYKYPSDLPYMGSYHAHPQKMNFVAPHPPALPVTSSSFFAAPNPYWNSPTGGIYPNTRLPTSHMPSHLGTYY
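His-tagged ERG Ets domain (1 uM in the protein solution; 300mM KCl, 50mM Tris-HCl, 1mM EDTA, 1mM DTT, pH 7.5) received compound, then a probe mix of 5 nM fluorescein-DNA and 100nM Texas-615-DNA. Fluorescence polarization was read for both dyes.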
PGK inhibitor: blocks T. brucei phosphoglycerate kinase; AID 602233; actives 0.043% (n = 380,000); PGK/GAPDH coupled, Kinase-Glo luminescence, 60 min; Potency, µM (top dose mostly 57.5 µM), without a hit: at the highest dose activity change, negative = inhibition, usual class: inhibitors; P07378; also: potency is read from the fitted curve at half-maximal effect; % is scaled to controls: 0 for no effect and ±100 for the full control effect; nearly all actives have a fitted effect of over 60% in size
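Recombinant glycosomal PGK reaction used 1,3-bisphosphoglycerate generated in-well by GAPDH (100nM final) in 100mM TEA pH 7.6, 5mM MgCl2, 0.01% Tween-20. After 60 minutes at room temperature, ATP was read by Kinase-Glo Plus luminescence end-point.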
Pin1 inh: human Pin1 inhibition; actives 0.009% (n = 390,000); Pin1 FP peptide displacement, HiFluor488, 10 min; Potency, µM (highest dose often 115 µM), inactives show at the top dose activity, negative = inhibition, hits mostly inhibitors; AID 504891; Q13526; active = well fitted inhibition curve with a large enough effect in the polarisation, with a control signal flat, not every such curve was filed as active; inconclusive = small, poorly fitted or top-dose-only effect, or effect the other way, or a change in a side signal; inactive = no such curve, though single readings can be large or run the other way; the % refers to the polarisation; also: potency is read from the fitted curve at half-maximal effect; % is scaled to controls: 0 for no effect and ±100 for the full control effect
Target sequence (Q13526 whole entry, looked up): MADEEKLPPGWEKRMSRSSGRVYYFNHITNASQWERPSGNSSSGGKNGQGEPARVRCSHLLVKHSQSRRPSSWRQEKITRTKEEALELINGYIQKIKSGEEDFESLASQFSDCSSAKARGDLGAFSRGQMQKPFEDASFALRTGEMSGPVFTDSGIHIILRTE
JMJD2A Tudor inh: JMJD2A Tudor domain (human) inhibition; O75164; AlphaScreen JMJD2A-Tudor / H3K4me3 peptide binding; Potency, µM (top dose mostly 114 µM), without a hit: at the top dose activity change, negative = inhibition, most hits filed as inhibitors; actives 4.4% (n = 390,000); AID 504339; also: potency is read from the fitted curve at half-maximal effect; % is scaled to controls: 0 for no effect and ±100 for the full control effect; nearly all actives have a fitted effect of over 50% in size
PI4K2A inh: PI4K2A (human) kinase inhibition; purified PI4K2A, ADP-Glo luminescence, 1 h; active compounds read low; activity change, negative = inhibition, % at 76.9 µM; actives 0.13% (n = 420,000); AID 1346378; in the data active = activity change below about -50%; inconclusive = mostly about -30% to -49%;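 also: -100% = wells without enzyme as full effect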
Target sequence (Q9BTU6 whole entry, looked up): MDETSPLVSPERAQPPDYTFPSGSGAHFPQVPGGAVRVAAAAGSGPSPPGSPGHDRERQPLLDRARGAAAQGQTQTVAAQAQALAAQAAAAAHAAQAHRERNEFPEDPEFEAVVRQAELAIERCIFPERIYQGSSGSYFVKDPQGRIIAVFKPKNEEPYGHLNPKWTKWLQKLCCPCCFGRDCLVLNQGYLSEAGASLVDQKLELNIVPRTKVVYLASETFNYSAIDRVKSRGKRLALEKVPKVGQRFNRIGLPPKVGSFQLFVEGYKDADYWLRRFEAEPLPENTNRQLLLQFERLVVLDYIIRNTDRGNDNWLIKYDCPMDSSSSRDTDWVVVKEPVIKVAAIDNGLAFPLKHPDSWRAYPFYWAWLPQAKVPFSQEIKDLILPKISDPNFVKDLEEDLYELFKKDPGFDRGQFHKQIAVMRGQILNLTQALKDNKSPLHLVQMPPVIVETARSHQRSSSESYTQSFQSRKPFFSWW
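ADP-Glo luminescence measured ADP generated by PI4K2A enzyme (4 ug/mL before mixing) with 1.2 mM PI substrate (pre-mix) and 300 microM ATP (pre-mix). Tris pH7.5 buffer with MgCl2, Triton X-100; 1 h reaction at ambient temperature.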
G9a block: G9a (human) methyltransferase inhibition; Q96KQ7; G9a H3K9 monomethylation, AlphaScreen, 2 h; Potency, µM (series often up to 102 µM), without a hit: at the highest dose activity, negative = inhibition, most hits filed as inhibitors; actives 8.8% (n = 350,000); AID 504332; also: potency is read from the fitted curve at half-maximal effect; % is scaled to controls: 0 for no effect and ±100 for the full control effect; nearly all actives have a fitted effect of over 75% in size
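Enzyme 20 nM + cpd, 15 min RT; add b-H3K9 pep 500 nM / SAM 20 uM; 2 h RT; anti-H3K9me1 Ab 0.5 ug/mL + SA donor / anti-rabbit acceptor beads 20 ug/mL each, 10 min; AlphaScreen read.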
GLS inh: inhibitors of human glutaminase (GLS); O94925; GLS enzymatic activity, qHTS titration; Potency, µM (highest dose often 45.5 µM), without a hit: top-dose activity change, negative = inhibition, most hits filed as inhibitors; actives 0.21% (n = 410,000); AID 624170; also: potency is read from the fitted curve at half-maximal effect; % is scaled to controls: 0 for no effect and ±100 for the full control effect
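Coupled fluorescence readout: glutamate oxidase/HRP/Amplex Red detect glutamate formed by hKGA from L-glutamine (1 mM solution added). Buffer 45 mM KH2PO4 pH 8.2, 0.02% Tween-20; reads at t0 and 30 min RT.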
* hit, by the source's call; i = inactive; u = inconclusive; x = not tested or not shown; & = joins results of further samples; [ ] = remark or other dose. Unless noted, calls follow the shape of the dose curve; as a rule, active = well fitted curve in the direction sought with a large enough effect; inconclusive = small, poorly fitted or top-dose-only effect, or another doubt; inactive = no such curve, though single readings can be large; an effect the other way counts as inactive or inconclusive. An unsorted share of the library. Share with any hit: about 11%.

#	PI4K2A inh	JMJD2A Tudor inh	ERG-DNA inh	PGK inhibitor	Pin1 inh	BAZ2B inh	G9a block	GLS inh	HP1b binding inh	molecule
1	-4	14µM*	-1%	i	5%	10µM*	10µM*	5%	u	COc1ccc(C)cc1S(=O)(=O)NCC(c1ccc(N(C)C)cc1)N1CCc2ccccc21 (stereo unspecified)
2	-1	-8%	-2%	-6%	1%	5%	-2%[59 µM]	-1%	33%	C#CCn1c(=NC(=O)c2ccc(Br)s2)sc2cc(NC(C)=O)ccc21
3	-5	88%[activator]	72%[activator]	-2%	0%	50%[activator]	x	-1%	115%[activator]	CCn1nc(C)c(Br)c1-c1nc(-c2cccc(C)c2)no1
4	-11	50µM*	9%	-7%	4%	u	10%[59 µM]	18%	u	CCC(c1nnnn1Cc1ccco1)N1CCN(c2cc(Cl)ccc2C)CC1 (stereo unspecified)
5	-6	-18%	2%	-1%	-5%	9%	4%[12.7 µM]	4%	16%	Cc1ccc(NC(=O)COc2ccc3c(c2)OCO3)c(C)c1
6	2	-13%	-4%	-2%	2%	4%	21%[0.501 µM]	3%	25%	CC(NC(=O)c1ccccc1[N+](=O)[O-])C1CC2CCC1C2 (stereo unspecified)
7	4	-8%	7%	-6%	5%	x	-34%	-1%	50%[activator]	Cc1[nH]c2ccccc2c1SCC(=O)N1CCC(C)CC1
8	-1	-16%	0%	1%	19%	12%	-11%[59 µM]	17%	47%[activator]	CCCc1cc(=O)n2[nH]c(C)c(-c3ccc(Cl)cc3)c2n1
9	2	-30%	-4%	i	-8%	-15%	-27%[59 µM]	2%	11%	Cc1cc2ccccc2n1CCNC(=O)c1ccc(Br)cc1
10	-18	8%[11.4 µM]	9%	i	17%	-5%	14%[2.33 µM]	-9%	-20%	COc1ccccc1-c1cc(C(=O)Nc2sc3c(c2C#N)CCC(C)C3)c2ccccc2n1 (stereo unspecified)
11	1	-4%	3%	x	2%	0%	3%[59 µM]	-6%	34%	Cc1ccc(-n2nc(C)c3c(C)c(CCC(=O)NCc4ccccc4Cl)c(C)nc32)cc1
12	-1	-3%	-3%	i	2%	-9%	-48%	-2%	54%[activator]	Nc1cc(=O)[nH]c(SCC(=O)Nc2cc(S(=O)(=O)N3CCOCC3)ccc2Cl)n1

Continuation:
#	PI4K2A inh	JMJD2A Tudor inh	ERG-DNA inh	PGK inhibitor	Pin1 inh	BAZ2B inh	G9a block	GLS inh	HP1b binding inh	molecule
13	-8	-30%	4%	-10%	-2%	-23%	-49%	2%	u	CCOC(=O)c1cc(-c2ccc(OC)cc2)nc2c1c(C)nn2CCC(N)=S
14	4	-2%	31%[activator]	i	-1%	-9%	3%[12.7 µM]	-16%	37%	CC(C)CCNC(=O)c1ccccc1SCC(=O)NC1CCCCCCC1
15	-5	-5%	-2%	3%	-2%	-17%	2%	4%	18%	COc1ccc(C(C(=O)NCc2ccccc2)N(C(=O)c2snc(C(N)=O)c2N)C2CCCC2)cc1O (stereo unspecified)
16	8	-2%	2%	x	30%[activator]	-1%	6%[12.7 µM]	4%	17%	CCCc1cc(=O)oc2cc(C)cc(OC(=O)c3ccco3)c12
17	4	5µM*	1%	-1%	1%	u	11µM*	7%	-15%	Cc1cc(OCCN2CCCC2)cc(C(C)C)c1
18	8&-13	2%&-10%	-10%&4%	-8%	1%&11%	-8%&1%	9%[59 µM]	-13%&-8%	44%&50%[activator]	COc1ccc(NC(=O)CC2C(=O)N(c3ccc(OC)cc3)C(=O)N2Cc2ccc(OC)c(OC)c2)cc1 (stereo unspecified)
19	4	1%	-10%	i	4%	13%	4%[59 µM]	-4%	40%[activator]	O=C(NCCc1ccncc1)Nc1ccc(Cl)cc1
20	10	-9%	-7%	1%	-2%	-11%	7%[12.7 µM]	2%	24%	O=S(Cc1cc(Sc2ccccc2)nc(-c2ccccc2)n1)c1ccccc1 (stereo unspecified)
21	9	-7%	-5%	-5%	0%	12%	18%	9%	22%	O=C(COC(=O)c1ccc(F)cc1)NCCc1ccc(F)cc1
22	-11	-19%	0%	7%	-5%	-2%	-8%[2.33 µM]	2%	36%	Cc1nn(-c2ccccc2)c2c1C(O)CC(C)(C)C2 (stereo unspecified)
23	1	-17%	1%	-3%	-1%	-19%	u	-5%	30%	CC(=O)NC12CC3CC(C1)CC(C(=O)N1CCN(S(=O)(=O)c4ccc(Cl)s4)CC1)(C3)C2
24	-9	28%	25%	5%	-1%	61%[activator]	29%[59 µM]	0%	96%[activator]	C#CCn1c(-c2ccccc2)ccc(C#N)c1=O

Next compounds:
#	PI4K2A inh	JMJD2A Tudor inh	ERG-DNA inh	PGK inhibitor	Pin1 inh	BAZ2B inh	G9a block	GLS inh	HP1b binding inh	molecule
25	-1	1%	-29%	-7%	0%	-2%	-4%[59 µM]	-9%	52%[activator]	CCn1nnnc1SCC(=O)Nc1nc2ccc(OC)cc2s1
26	-3	0%	2%	i	15%	0%	x	10%	33%	Cc1ccc(/C(O)=C/c2nc3cc(C)ccc3oc2=O)cc1
27	2	0%	0%	i	0%	13%	7%	15%	57%	CCNc1nnc(-c2ccccc2OC)s1
28	3	-21%	3%	-8%	-2%	-23%	50µM*	10%	-2%	Cc1cc(C)c(-c2nc3ccccc3s2)[nH]1
29	5	-21%	-2%	3%	-3%	x	x	-12%	7%[57 µM]	COC1OC2COC(c3ccccc3)OC2C(OC(=O)c2ccccc2)C1OC(=O)c1ccccc1 (stereo unspecified)
30	-1	-28%	-5%	-2%	0%	-9%	u	-9%	8%	CCOc1ccc(NC(=O)C2CC(=O)N3CCCN=C3S2)cc1 (stereo unspecified)
31	-1	-4%	5%	-4%	8%	-3%	u	-1%	31%	C/C(=C/c1ccccc1)C(=O)N1CCN(c2ccccc2F)CC1
32	-3	u	-5%	10%	1%	-2%	-2%	14%	-3%	CC1=CC(C)C(C(=O)O)C(C(=O)N2CCN(C)CC2)C1 (stereo unspecified)
33	4	-25%	0%	-4%	-4%	45µM*	-5%	3%	50%[activator]	C1CNCCOCCNCCN1
34	2	-16%	0%	-6%	5%	x	x	2%	9%[57 µM]	CC(=O)Nc1ccc(NC(=O)c2ccc(OCc3c(C)noc3C)cc2)cc1
35	0	-25%	3%	-2%	-9%	1%	9%	0%	31%	O=C(Cc1ccc(Br)cc1)N1CCCC1
36	1	u	-14%	i	22%	-37%	45µM*	24%	10%	CCOC(=O)C1=C(C)NC(=O)NC1c1ccc(N(CC)CC)cc1 (stereo unspecified)

By substructure: the compounds so far containing an aryl methoxy group.
#	PI4K2A inh	JMJD2A Tudor inh	ERG-DNA inh	PGK inhibitor	Pin1 inh	BAZ2B inh	G9a block	GLS inh	HP1b binding inh	molecule
1	-4	14µM*	-1%	i	5%	10µM*	10µM*	5%	u	COc1ccc(C)cc1S(=O)(=O)NCC(c1ccc(N(C)C)cc1)N1CCc2ccccc21 (stereo unspecified)
10	-18	8%[11.4 µM]	9%	i	17%	-5%	14%[2.33 µM]	-9%	-20%	COc1ccccc1-c1cc(C(=O)Nc2sc3c(c2C#N)CCC(C)C3)c2ccccc2n1 (stereo unspecified)
13	-8	-30%	4%	-10%	-2%	-23%	-49%	2%	u	CCOC(=O)c1cc(-c2ccc(OC)cc2)nc2c1c(C)nn2CCC(N)=S
15	-5	-5%	-2%	3%	-2%	-17%	2%	4%	18%	COc1ccc(C(C(=O)NCc2ccccc2)N(C(=O)c2snc(C(N)=O)c2N)C2CCCC2)cc1O (stereo unspecified)
18	8&-13	2%&-10%	-10%&4%	-8%	1%&11%	-8%&1%	9%[59 µM]	-13%&-8%	44%&50%[activator]	COc1ccc(NC(=O)CC2C(=O)N(c3ccc(OC)cc3)C(=O)N2Cc2ccc(OC)c(OC)c2)cc1 (stereo unspecified)
25	-1	1%	-29%	-7%	0%	-2%	-4%[59 µM]	-9%	52%[activator]	CCn1nnnc1SCC(=O)Nc1nc2ccc(OC)cc2s1
27	2	0%	0%	i	0%	13%	7%	15%	57%	CCNc1nnc(-c2ccccc2OC)s1

(continued)
#	PI4K2A inh	JMJD2A Tudor inh	ERG-DNA inh	PGK inhibitor	Pin1 inh	BAZ2B inh	G9a block	GLS inh	HP1b binding inh	molecule
37	3	-6%	x	-6%	4%	11%	-9%[12.7 µM]	0%	38%	Cc1cccc(C)c1NC(=O)CSc1nc2[nH]c(=O)cc(O)c2s1
38	-3	-9%	3%	-5%	-2%	3%	9%[59 µM]	-2%	16%	COC(=O)c1cc(=O)cc(C(=O)OC)o1
39	1	-1%	3%	-2%	-5%	-7%	81%[activator][59 µM]	7%	31%	CCc1ccc(CN(C)C(=O)C2CCC(=O)N(CCc3ccc(OC)cc3)C2)nc1 (stereo unspecified)
40	-5	-18%	3%	i	1%	-4%	-29%[2.33 µM]	-4%	58%[activator]	CC(C)COc1ccccc1C(=O)NC(CO)C(=O)O (stereo unspecified)
41	-5	-17%	-8%	16%	3%	13%	x	2%	54%[activator]	COc1ccc(CCC(C)NC2CCCCCCC2)cc1 (stereo unspecified)
42	4	-14%	-2%	-1%	0%	-10%	2%	-10%	55%[activator]	CCCCN(C(=S)Nc1ccc(F)cc1)c1c(N)n(CCC)c(=O)[nH]c1=O
43	20	-8%	-10%	-4%	0%	-23%	3%[2.33 µM]	-4%	32%	Cc1cccc(OC(C)C(=O)OCC(=O)Nc2sccc2C(N)=O)c1 (stereo unspecified)
